Screening data from PubChem.
GalR3 antagonist: GalR3 antagonists in HEK293 cells, primary screen, cell-based, fluorescence readout; 0.44% of 360,000 active; inhibition, % at 3 µM; AID 651719, 2012; HEK293 GalR3-CNG cAMP membrane potential fluorescence; galR3 body fused to GalR1 C-terminus;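 active = inhibition above the screen-wide average plus 3 SD, cut at about 13% in these data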;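 note: forskolin and galanin both at EC90 stimulate the cells; cAMP rise reported by CNG channel membrane potential dye signal; 0% = forskolin plus galanin with DMSO and 100% = forskolin alone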
Target sequence (O60755 1-299 limits assumed): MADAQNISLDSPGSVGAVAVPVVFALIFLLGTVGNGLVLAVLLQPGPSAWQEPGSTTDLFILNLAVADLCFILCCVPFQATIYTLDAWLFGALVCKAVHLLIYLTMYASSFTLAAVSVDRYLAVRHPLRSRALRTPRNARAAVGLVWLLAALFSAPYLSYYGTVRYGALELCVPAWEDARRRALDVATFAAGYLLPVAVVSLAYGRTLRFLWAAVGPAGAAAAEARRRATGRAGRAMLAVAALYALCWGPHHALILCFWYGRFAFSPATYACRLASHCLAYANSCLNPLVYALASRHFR
HCV NS3 hel inh: inhibitors of HCV NS3 helicase, primary screen, biochemical, Cy5 molecular beacon fluorescence; Hepatitis C virus NS3 helicase; NS3 helicase DNA unwinding; inhibition, % at 10.9 µM; 0.56% of 290,000 active; AID 1800, 2009;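 active = inhibition above the mean of all tested compounds plus 3 SD, set per campaign, cut at about 35% in these data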;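 note: 0% = DMSO wells and 100% = thioflavine S control wells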
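assay system = NS3 helicase fragment of HCV | buffer or medium = MOPS pH 6.5, MgCl2, DTT, Tween20, BSA | timing = 60 min unwinding reaction at 25 °C after ATP addition | signal = Cy5 beacon fluorescence read at start and 1 h | read-out basis = % inhibition of unwinding | control set = low DMSO, high thioflavine S at 110 µM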
UBC9 SUMO inh: inhibitors of in vitro SUMOylation cascade, primary screen, biochemical, HTRF, uHTS; SUMO-conjugating enzyme UBC9 (Homo sapiens), P63279; HTRF SUMOylation assay, SAE1/SAE2 + UBC9; inhibition, % at 35 µM; 0.36% of 290,000 active; AID 2006, 2009; in the data active = inhibition above about 50%, passing the limit was not always enough; note: strong numbers were not always called active
Target sequence (P63279 whole entry, looked up): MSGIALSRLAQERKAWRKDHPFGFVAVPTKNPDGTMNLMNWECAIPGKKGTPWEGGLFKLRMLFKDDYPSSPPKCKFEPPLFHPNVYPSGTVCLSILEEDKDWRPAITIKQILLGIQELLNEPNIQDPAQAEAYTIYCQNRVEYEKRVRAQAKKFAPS
pCIP destab: p/CIP-EGFP fusion destabilizers, primary screen, fluorescence, F442A cells | decrease of EGFP signal, % at 10 µM | 0.01% of 290,000 active | 16 h;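 active = EGFP signal decrease of at least 30% at 10 µM or well 3 SD below plate mean, unless failing retest; inactive = the rest, including hits failing retest or dose response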; note: some compounds called inactive have numbers as strong as hits; many of its hits are not listed in these tables
IDE cell activ: human IDE activators in live cells, primary screen, fluorescence polarization, HEK cells, FAbeta-B substrate | activation, % at 5.96 µM | 0.073% of 340,000 active | Insulin-degrading enzyme (Homo sapiens), P14735 | FAbeta-B cleavage; 0% vehicle, 100% cell-free pure enzyme wells;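 active = activation above the mean of all tested compounds plus 3 SD, set per screening campaign, cut at about 17% in these data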
IMP-1 inh: IMP-1 metallo-beta-lactamase inhibitors, primary screen, biochemical, epi-absorbance readout, Pseudomonas aeruginosa enzyme; inhibition, % at 5.6 µM; AID 1556, 2009; purified IMP-1, nitrocefin hydrolysis, epi-absorbance fluorescence; metallo-beta-lactamase IMP-1 (Pseudomonas aeruginosa); 0.45% of 290,000 active;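 active = inhibition above the mean plus 3 SD of all compounds in the same screening run, cut at about 4.5% in these data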;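 note: 0% = IMP-1 with DMSO and 100% = DMSO wells lacking enzyme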
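System: purified IMP-1 / Input: IMP-1 dispensed at 0.2 nM / Medium: 50 mM HEPES pH 7.1, 50 µM ZnSO4, 0.05% Brij 35 / Timing: 15 min enzyme–compound preincubation, then 25 min nitrocefin reaction, 25 °C / Technique: plate fluorescence quenching by hydrolysis product, ex 480/em 530 nm / Repeats: singlicate testing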
VIM-2 inh: VIM-2 metallo-beta-lactamase inhibitors, primary screen, biochemical, epi-absorbance readout, Pseudomonas aeruginosa enzyme. purified VIM-2, nitrocefin hydrolysis, epi-absorbance fluorescence. inhibition, % at 5.6 µM. 0.89% of 290,000 active. AID 1527, 2009;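 active = inhibition above the mean of all tested compounds plus 3 SD, cutoff set per screening run, cut at about 7.5% in these data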;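 note: red hydrolysis product quenches plate fluorescence so inhibitors raise well fluorescence; 0% = enzyme with DMSO and 100% = DMSO without enzyme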
CRFR2-BP antag: antagonists of CRF-BP/CRF-R2 complex, primary screen, cell-based, HEK293, calcium dye fluorescence, uHTS; 0.59% of 350,000 active; inhibition, % at 11.8 µM; CRF-induced calcium fluorescence;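 active = inhibition of the ligand-induced calcium signal above about 50% at the single tested concentration, limit read from the data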
IDE cell inh: human IDE inhibitors in live cells, primary screen, fluorescence polarization, HEK cells, FAbetaB substrate. Insulin-degrading enzyme (Homo sapiens), P14735. AID 434962, 2010. FAbetaB cleavage. inhibition, % at 5.59 µM. 0.41% of 320,000 active;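 active = percent inhibition above the average of all tested compounds plus 3 SD, set per screening campaign, cut at about 16% in these data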;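 note: IDE supplied by intact live HEK cells; FP after avidin binding of uncleaved biotin substrate so inhibition keeps polarization high; 0% = DMSO wells and 100% = 60 µM reference IDE inhibitor Ii1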
* hit, by the source's call; . = not tested or not shown; & = joins results of further samples. An unsorted share of the library; about 3.2% have a hit in one of these screens.

No.	Structure	IDE cell inh	VIM-2 inh	UBC9 SUMO inh	HCV NS3 hel inh	pCIP destab	IMP-1 inh	IDE cell activ	CRFR2-BP antag	GalR3 antagonist
1	CCOc1ccc(NC(=O)CCNS(=O)(=O)c2cccs2)cc1	-4	-1.9	2	3	-6	-2.0	-1	7	-6
2	CC1NC(=O)NC1CCCCCC(=O)Nc1ccc(F)cc1 (stereo not given)	3	-1.1	1	6	-13	-0.4	-12	4	-3
3	COc1cc(C2NC(=O)NC(C)=C2C(=O)OC2CCC(C)CC2)ccc1O (stereo not given)	6	-0.3	7	-5	-2	1.1	-8	-3	-12
4	Cc1ccc(NC(=O)CN2CC(C)SC2=NC2CCCCC2)cc1 (stereo not given)	0	-1.3	-6	-13	9	-1.6	11&-2	0&-18	-5&-2
5	Cc1ccnn1CC(=O)N/N=C/c1cn[nH]c1-c1ccccc1	-5	-2.6	-11	22	-2	-4.5	1	-19	-4
6	Cc1ccc(-c2ccc(/C=N/N3C(=O)C4C5C=CC(C6CC56)C4C3=O)o2)c([N+](=O)[O-])c1 (stereo not given)	-6	-0.9	31	4	-2	-3.0	-1	0	-5
7	Nc1nc(NCc2ccccc2)nc(Nc2ccc(F)cc2)c1[N+](=O)[O-]	5	0.1	42	2	-7	-1.1	6	-30	-2
8	Cc1ccc(C(CNS(=O)(=O)c2ccccc2)N2CCN(C)CC2)cc1 (stereo not given)	8	.	.	.	.	.	5	1	-5
9	Cc1ccc(S(=O)(=O)ON2C(=O)c3cccc4cccc(c34)C2=O)cc1	0	0.7	11	5	-11	-3.8	-1	3	-1
10	Cc1cc(C)n2nc(SC(C)C(=O)N3CC(C)OC(C)C3)nc2n1 (stereo not given)	1	.	.	.	.	.	2	-9	0
11	O=C(Cc1ccc(Cl)cc1)Nc1ccccc1N1CCN(C(=O)c2ccccc2)CC1	-1	-0.9	-6	-17	10	-3.5	1	-11	-8
12	CC(C)CN(C(=O)CCNC(=O)c1ccc(Cl)cc1)c1c(N)n(CC(C)C)c(=O)[nH]c1=O	-1	.	.	.	.	.	1	-2	-2
13	COc1cc2cc(C(c3nnnn3Cc3ccc(F)cc3)N3CCCCCC3)c(=O)[nH]c2cc1OC (stereo not given)	-2	0.1	2	-22	-13	-5.2	3	-15	.
14	COc1ccc(NC(=O)CSc2nccn2Cc2ccccc2)cc1	4	-2.9	12	1	-35	-0.9	-5	9	0
15	O=C(NCC(=O)N1CCC2(CC1)NCCc1[nH]cnc12)c1ccc(Br)cc1	0	0.9	4	2	2	-0.6	7	10	-3

Copied from above, compounds 2 to 9
No.	Structure	IDE cell inh	VIM-2 inh	UBC9 SUMO inh	HCV NS3 hel inh	pCIP destab	IMP-1 inh	IDE cell activ	CRFR2-BP antag	GalR3 antagonist
2	CC1NC(=O)NC1CCCCCC(=O)Nc1ccc(F)cc1 (stereo not given)	3	-1.1	1	6	-13	-0.4	-12	4	-3
3	COc1cc(C2NC(=O)NC(C)=C2C(=O)OC2CCC(C)CC2)ccc1O (stereo not given)	6	-0.3	7	-5	-2	1.1	-8	-3	-12
4	Cc1ccc(NC(=O)CN2CC(C)SC2=NC2CCCCC2)cc1 (stereo not given)	0	-1.3	-6	-13	9	-1.6	11&-2	0&-18	-5&-2
5	Cc1ccnn1CC(=O)N/N=C/c1cn[nH]c1-c1ccccc1	-5	-2.6	-11	22	-2	-4.5	1	-19	-4
6	Cc1ccc(-c2ccc(/C=N/N3C(=O)C4C5C=CC(C6CC56)C4C3=O)o2)c([N+](=O)[O-])c1 (stereo not given)	-6	-0.9	31	4	-2	-3.0	-1	0	-5
7	Nc1nc(NCc2ccccc2)nc(Nc2ccc(F)cc2)c1[N+](=O)[O-]	5	0.1	42	2	-7	-1.1	6	-30	-2
8	Cc1ccc(C(CNS(=O)(=O)c2ccccc2)N2CCN(C)CC2)cc1 (stereo not given)	8	.	.	.	.	.	5	1	-5
9	Cc1ccc(S(=O)(=O)ON2C(=O)c3cccc4cccc(c34)C2=O)cc1	0	0.7	11	5	-11	-3.8	-1	3	-1

(more compounds)
No.	Structure	IDE cell inh	VIM-2 inh	UBC9 SUMO inh	HCV NS3 hel inh	pCIP destab	IMP-1 inh	IDE cell activ	CRFR2-BP antag	GalR3 antagonist
16	S=C(Nc1ccccc1Cl)NC1CCC(NC(=S)Nc2ccccc2Cl)CC1 (stereo not given)	7	-0.5	40	-6	-6	-1.9	2	18	-5
17	CCOC(=O)Cn1c2ccc(OC)cc2c2nc3ccccc3nc21	5	-3.6	54*	8	-1	-2.6	2	-13	-6
18	COc1cccc(OC)c1C(=O)OCC(=O)N1CC(C)CC(C)C1 (stereo not given)	-1	.	.	.	.	.	0	4	-3
19	COCCSc1ccccc1C(=O)Nc1ccc([N+](=O)[O-])cc1OC	5	-2.2	0	-5	-11	-2.7	-1	0	2
20	OCCC#Cc1ccc(CN2CCN(Cc3ccsc3)C(CCO)C2)cc1 (stereo not given)	0	-1.8	10	-2	0	-2.1	3	-2	-5
21	CC(C)(C)N1C(=O)c2ccc(C(=O)Nc3ccc(C(=O)O)cc3)cc2C1=O	-1	-1.3	0	1	4	-2.5	5	7	-7
22	CC(=O)Nc1ccc(NC(=O)Nc2ccc(C)cc2C)cc1	10	-1.0	16	11	-5	-1.4	-4	19	0
23	O=c1/c(=C/c2ccc(CNS(=O)(=O)c3ccccc3)o2)sc2n1CCN=2	12	-0.1	32	22	-3	-0.8	-6	5	-4
24	CN(C)C(=O)N1CCN(C(=O)c2ccccc2Sc2ccccc2C#N)CC1	2	1.3	6	-2	-1	-2.0	1	-21	0
25	COC(=O)CCCCC(=O)C1C(=O)CC(C)(C)C(C(=O)OC)C1=O (stereo not given)	-2	-2.8	4	-7	-9	-0.7	-4	6	3
26	CCOc1cc(/C=N/NC(N)=O)cc(Br)c1OCC(=O)Nc1ccccc1C	6	-1.7	8	-5	0	-3.0	-2	-24	69*
27	CCC(=O)Nc1cccc(NC(=S)NC(=O)c2ccc(Cl)cc2Cl)c1	-8	-2.5	-8	-1	7	-2.8	2	-12	-4
28	CCCCC1(C)OC(=O)C(=Cc2ccc(N(C)C)cc2)C(=O)O1 (stereo not given)	1	0.8	28	4	-13	0.6	2	6	3
29	Cn1cnnc1SCCNS(=O)(=O)c1cccc([N+](=O)[O-])c1	6	0.1	-2	2	0	-1.5	-6	-5	-1
30	COc1ccc(C2c3[nH]c4ccccc4c3C[C@H]3C(=O)N(C)CC(=O)N23)cc1OC (stereo not given in full)	-2	1.8	-1	9	-10	-3.8	-1	-11	-14
31	COCCn1c(C)cc(C(=O)COC(=O)c2ccc(S(=O)(=O)N(C)C)cc2)c1C	-1	.	.	.	.	.	2	13	-7
32	C/[N+]([O-])=C\c1cccc(OCCN2CCN(c3ncc(C(F)(F)F)cc3Cl)CC2)c1	1	-1.7	-18	2	0	-1.6	4	-1	-3
33	CCCCc1nc2sc3c(SCCN(C)C)ncnc3c2c2c1CCC2	3	0.7	10	-65	0	3.0	10	-15	6
34	CCCn1nc(-c2nnc(-c3ccc(C)c(C)c3)o2)c2ccccc2c1=O	5	-2.3	-2	-10	-3	-1.8	3	0	.
35	CCOc1ccc(NC(=O)NC2CCCCCCC2)cc1	.	-2.2	0	0	-3	-3.1	0	2	-2
36	COC(=O)c1cnn2c(C)c(Cc3cccc(F)c3)c(C)nc12	5	2.4	14	-2	3	-1.3	9	-6	-3
37	CCCCN(C(=O)c1ccc2c(c1)OCO2)C1CCS(=O)(=O)C1 (stereo not given)	4	.	.	.	.	.	3	-9	1
38	Cc1cc(OC(C)C(=O)NC2CC(C)(C)NC(C)(C)C2)c2c(C)cc(=O)oc2c1 (stereo not given)	-1	2.5	34	26	-12	2.5	2	-5	-7
39	c1ccc(-c2ncc(CN3CCN(c4ccccn4)CC3)[nH]2)cc1	-4	-3.2	4	-29	-10	-0.8	10	-4	-3
40	CC(CNC(=O)c1ccccc1Cl)c1ccccc1 (stereo not given)	4	1.0	-2	19	13	0.0	0	-7	-10
41	CCN(C(=O)COC(=O)CNC(=O)c1ccc(C)c(C)c1)C1CCS(=O)(=O)C1 (stereo not given)	-5	-2.9	-6	-2	4	-3.1	5	3	0
42	Cc1c(Cl)cccc1NC(=O)CC1SCCNC1=O (stereo not given)	-5	-3.1	12	-1	-5	-2.5	5	7	-3
43	O=C(Nc1ccc(N2CCOCC2)cc1)c1cccc(S(=O)(=O)N2CCCCC2)c1	.	-3.0	19	-1	-2	-1.1	-1	0	-6
44	Cc1ccc(NC(=O)N2CCCC2C(=O)NCCc2ccccc2)cc1 (stereo not given)	.	-2.5	8	-5	-18	-3.3	2	-1	0
45	COCCCNC(=S)Nc1ccc(S(=O)(=O)Nc2cc(OC)nc(OC)n2)cc1	-2	-3.0	2	6	-13	-4.5	6	-4	4
46	COc1ccc(-n2c(SCC(=O)Nc3ccc(C)cc3)nc(O)c(Cc3ccccc3)c2=O)cc1	-2	0.4	-9	-3	-15	1.3	-4	-26	1
